TCR CD3 inh: human TCR-CD3 binding inhibition; TAMRA-labeled TCR probe fluorescence, biochemical; inhibition, % at 9.4 µM; 360,000 tested, 0.37% active; AID 651800; in the data active means inhibition above about 19%;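 further: recombinant mutant TCR 2C K166C tagged with TAMRA read by polarization; 0% = receptor in buffer alone and 100% = receptor with positive control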
GC-B act: GC-B (human) receptor activation; activation, % at 10 µM; P20594; AID 1920062; HEK293-GC-B cells, CNP EC30, cGMP TR-FRET; 0% at EC30 CNP, 100% saturating CNP; 370,000 tested, 0.11% active;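 active means activation at 10 µM reaching about 35% in either raw or pattern-adjusted values, limit read from the data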
mABHD4 FP: ABHD4 (mouse) inhibition, primary FP screen | purified mABHD4, FP-Rh probe fluorescence polarization | 370,000 tested, 0.54% active | inhibition, % at 8.92 µM | Q8VD66;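 active means inhibition exceeding the mean over every tested compound plus 3 SD, cut at about 30% in these data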;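 further: 0% = plate median of compound wells and 100% = S159A mutant with DMSO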
Target sequence (Q8VD66 whole entry, looked up): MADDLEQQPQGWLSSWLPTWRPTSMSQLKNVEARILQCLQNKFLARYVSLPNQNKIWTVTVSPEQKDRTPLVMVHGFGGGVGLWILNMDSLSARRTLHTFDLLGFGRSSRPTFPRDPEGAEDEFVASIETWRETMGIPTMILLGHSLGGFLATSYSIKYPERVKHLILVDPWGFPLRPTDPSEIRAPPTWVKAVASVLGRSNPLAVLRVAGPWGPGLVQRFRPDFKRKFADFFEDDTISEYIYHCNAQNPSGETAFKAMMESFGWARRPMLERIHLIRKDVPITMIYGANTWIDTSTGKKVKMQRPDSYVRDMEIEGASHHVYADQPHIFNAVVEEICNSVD
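assay system = mABHD4 protein | compound dosing = single nominal dose of 8.92 µM, 0.89% DMSO final | read-out basis = percent inhibition of probe binding, normalized to plate controls | schedule = Enzyme–compound pre-incubation 45 min, then probe 60 min, both 25 °C | detection = fluorescence polarization, excitation 525 nm, emission 598 nm, BODIPY TMR filters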
MBD2 inh: MBD2-methylated oligo binding inhibition; Q9UBB5; TR-FRET, MBD2 binding to methylated oligonucleotide; inhibition, % at 4.4 µM; 370,000 tested, 0.31% active; AID 686964; in the data active means inhibition above about 13%
TDP2 absorb: blocks human TDP2 phosphodiesterase activity; O95551; recombinant TDP2, T5PNP hydrolysis, p-nitrophenol absorbance 415 nm; inhibition, % at 12.8 µM; 370,000 tested, 0.34% active; AID 720702;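 active means inhibition above the mean of all tested compounds plus 3 SD, set per campaign, cut at about 25% in these data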;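 further: 0% = DMSO with enzyme and 100% = buffer with substrate but no TDP2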
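Assay system: recombinant human TDP2 / Reagent: T5PNP substrate at 5 mM, a TopII-DNA adduct mimic / Measured by: epi absorbance from released p-nitrophenol / Evaluation: % inhibition relative to enzyme-containing and enzyme-free wells / Control set: enzyme-free and DMSO wells / Replicates: each compound tested once, singlicate / Schedule: enzyme reaction with compound for 2 h at 37 °C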
LEDGF integ inh: blocks HIV-1 LEDGF/p75-dependent DNA integration. TR-FRET IN-LEDGF/p75 DNA integration, Eu/Cy5. inhibition, % at 3.7 µM. 370,000 tested, 0.64% active. AID 743269;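 active means inhibition above the screen-wide mean plus 3 SD, cut at about 13% in these data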;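 further: signal is the Cy5 over europium emission ratio at 671 and 618 nm; 0% = plate median of compound wells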
rCAG RNA binder: r(CAG) repeat RNA binding; TO-PRO-1 dye displacement fluorescence; inhibition, % at 3 µM; 370,000 tested, 1.3% active; AID 651821;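 active means inhibition above the plate cutoff, the mean of all test compounds on that plate plus 3 SD, cut at about 35% in these data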;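 further: 0% = DMSO alone and 100% = 100 µM mitoxantrone as full dye displacement; higher means more dye released from RNA so lower well fluorescence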
HTRA1 inhibitor: HTRA1 (human) protease inhibition | recombinant HTRA1, FP-rhodamine activity-based probe, fluorescence polarization | inhibition, % at 5.96 µM | Q92743 | 340,000 tested, 0.5% active; in the data active means inhibition above about 36%;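 further: 0% = enzyme with DMSO and 100% = wells lacking enzyme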
SIAE inh: blocks human sialic acid acetylesterase. SIAE FP-Rh probe binding, fluorescence polarization. 370,000 tested, 0.69% active. inhibition, % at 9.66 µM;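 active means inhibition above a cutoff: mean of compounds within the control limits plus 3 SD of those, cut at about 17% in these data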;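 further: 0% = plate median of compound wells and 100% = probe without SIAE protein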
Target sequence (Q9HAT2 whole entry, looked up): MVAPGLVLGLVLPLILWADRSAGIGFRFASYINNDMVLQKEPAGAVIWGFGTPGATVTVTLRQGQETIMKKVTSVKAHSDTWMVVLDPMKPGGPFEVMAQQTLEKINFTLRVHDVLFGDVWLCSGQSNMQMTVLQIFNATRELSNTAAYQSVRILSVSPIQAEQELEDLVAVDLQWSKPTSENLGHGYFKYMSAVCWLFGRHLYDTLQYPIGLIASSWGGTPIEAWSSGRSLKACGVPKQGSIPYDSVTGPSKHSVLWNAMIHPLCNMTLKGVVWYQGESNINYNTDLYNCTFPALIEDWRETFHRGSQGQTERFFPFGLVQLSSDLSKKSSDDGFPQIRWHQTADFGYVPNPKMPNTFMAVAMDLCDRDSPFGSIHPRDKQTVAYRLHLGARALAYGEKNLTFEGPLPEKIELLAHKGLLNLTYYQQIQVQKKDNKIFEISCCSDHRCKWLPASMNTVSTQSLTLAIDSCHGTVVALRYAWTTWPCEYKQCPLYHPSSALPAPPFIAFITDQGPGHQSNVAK
PRMT1 FP inh: PRMT1 (human) inhibition, primary screen. Q99873. recombinant PRMT1, activity-based probe fluorescence polarization. inhibition, % at 2.79 µM. 370,000 tested, 1.3% active;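 active means inhibition above about 21% made by adding two undisclosed values, limit read from the data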
Numbers without * were called inactive; . = no result given. The list is partial; the hit share may differ from the screen's.

SMILES	TCR CD3 inh	GC-B act	mABHD4 FP	MBD2 inh	TDP2 absorb	LEDGF integ inh	rCAG RNA binder	HTRA1 inhibitor	SIAE inh	PRMT1 FP inh
CCOCCCNCc1cc(Cl)ccc1OCC	-3	-12	5	-4	-1	1	-1	2	4	-1
COc1ccc(NC(=O)Cn2cc(C(=O)c3ccco3)c3ccccc32)cc1	-1	2	-26	2	2	3	14	-19	-9	0
O=C(c1ccccc1)N1CCC2CCN(S(=O)(=O)c3ccccc3)CC21 (centres undefined)	-2	6	-9	4	-5	7	1	.	3	-8
Cc1ncc([N+](=O)[O-])n1CC(=O)Nc1ccc(F)cc1	2	2	3	2	1	-3	4	-3	-4	-3
CCOC(=O)C1=C[C@@H](C2CCCC2)N(S(=O)(=O)c2ccc([N+](=O)[O-])cc2)[C@H]1c1ccccc1	1	-8	-6	-4	5	-1	5	.	-8	2
O=C(COC(=O)C12CC3CC(CC(C3)C1)C2)NCc1ccccc1	4	4	-4	-1	-2	-1	-1	-4	10	-3
CC(C)OC(=O)Nc1ccc2c(c1)N(C(=O)CCN1CCN(CCO)CC1)c1ccccc1CC2	-5	1	1	-1	1	3	-8	-5	8	2
O=C(Nc1ccccc1)ON=C1c2ccccc2-c2ccccc21	9	-3	-17	-1	-5	3	4	-8	-2	2
COC(=O)C1CC(O)CN1S(=O)(=O)c1ccc2ccccc2c1 (centres undefined)	-8	-5	3	0	-5	-8	0	4	-3	6
CCn1ncc(S(=O)(=O)Nc2cccnc2)c1C	3	5	3	-3	16	3	-2	3	-5	-6
CCN(CC)CCNc1ccc2nnc(CCNS(=O)(=O)c3ccc(C)cc3)n2n1	-2	2	5	-1	-6	1	-1	3	4	0
COc1ccc(CNC(=O)COc2cc(O)c3c(c2)OC(C)(C)CC3=O)cc1	-8	-11	-3	-2	-2	-3	-4	-8	-3	-2
CN(C(=O)COC(=O)c1cccnc1Nc1cccc(C(F)(F)F)c1)C1CCS(=O)(=O)C1 (centres undefined)	6	2	-4	2	7	-1	-2	-1	-4	1
CCCn1c(NCCO)nc2ccccc21	3	4	-3	1	4	-1	0	5	-1	-2
Cc1ccc(-n2nnnc2CNC(=O)c2ccc([N+](=O)[O-])o2)cc1C	0	-4	6	3	7	-5	2	6	-9	0
CN(C)c1oc(-c2ccccc2F)nc1C#N	4	-7	0	1	-7	-3	1	-1	6	-3
C[C@H](O)[C@@H]1C(=O)N2CCc3c([nH]c4c(-c5ccccc5)cccc34)[C@@H]2C[C@@H]1N(C)C(=O)c1ccco1	1	-8	-2	4	-2	-2	7	.	8	2
CCOC(=O)C1=C(C)NC(=O)/C1=C\N(C)C	4	5	2	-4	2	-1	0	18	0	4
O=C(Nc1nc(-c2cccs2)c(-c2ccccc2)s1)c1ccco1	-4	-4	-15	0	-4	-1	11	-34	-18	-1
CCCN1C(=O)c2cc(C(=O)Nc3cccc(C(C)=O)c3)ccc2C1Nc1cccc(C(C)=O)c1 (centres undefined)	3	11	-15	6	8	0	4	-34	-8	2
CC(=O)c1cc2c(cc1N/C(=N/S(=O)(=O)c1ccc(C)cc1)c1ccc(Cl)cc1)OCO2	9	0	0	2	11	-1	1	1	4	-2
C/C(=N\O)c1ccc(Cl)cc1Cl	-1	4	2	0	4	-2	-1	-3	2	0
Cc1ncc(CN2CCC(C(=O)Nc3ccc(-n4cccn4)cc3)CC2)s1	4	-1	-3	0	12	1	-5	1	-4	0
CC(=O)N1CCC(C(=O)N2CCN(S(=O)(=O)c3ccc(F)cc3)CC2)CC1	0	1	-6	1	-12	2	1	-4	-6	1

Copied from the results shown (two entries):
SMILES	TCR CD3 inh	GC-B act	mABHD4 FP	MBD2 inh	TDP2 absorb	LEDGF integ inh	rCAG RNA binder	HTRA1 inhibitor	SIAE inh	PRMT1 FP inh
CN(C(=O)COC(=O)c1cccnc1Nc1cccc(C(F)(F)F)c1)C1CCS(=O)(=O)C1 (centres undefined)	6	2	-4	2	7	-1	-2	-1	-4	1
CCCn1c(NCCO)nc2ccccc21	3	4	-3	1	4	-1	0	5	-1	-2

By substructure: those above with four or more nitrogen atoms.
SMILES	TCR CD3 inh	GC-B act	mABHD4 FP	MBD2 inh	TDP2 absorb	LEDGF integ inh	rCAG RNA binder	HTRA1 inhibitor	SIAE inh	PRMT1 FP inh
Cc1ncc([N+](=O)[O-])n1CC(=O)Nc1ccc(F)cc1	2	2	3	2	1	-3	4	-3	-4	-3
CC(C)OC(=O)Nc1ccc2c(c1)N(C(=O)CCN1CCN(CCO)CC1)c1ccccc1CC2	-5	1	1	-1	1	3	-8	-5	8	2
CCn1ncc(S(=O)(=O)Nc2cccnc2)c1C	3	5	3	-3	16	3	-2	3	-5	-6
CCN(CC)CCNc1ccc2nnc(CCNS(=O)(=O)c3ccc(C)cc3)n2n1	-2	2	5	-1	-6	1	-1	3	4	0
Cc1ccc(-n2nnnc2CNC(=O)c2ccc([N+](=O)[O-])o2)cc1C	0	-4	6	3	7	-5	2	6	-9	0
Cc1ncc(CN2CCC(C(=O)Nc3ccc(-n4cccn4)cc3)CC2)s1	4	-1	-3	0	12	1	-5	1	-4	0

More compounds follow.
SMILES	TCR CD3 inh	GC-B act	mABHD4 FP	MBD2 inh	TDP2 absorb	LEDGF integ inh	rCAG RNA binder	HTRA1 inhibitor	SIAE inh	PRMT1 FP inh
COCCn1c(C)cc(C(=O)COc2ccc(N(C)S(=O)(=O)c3ccc(C)cc3)cc2)c1C	-5	1	-3	0	-6	-4	5	-19	3	5
O=[N+]([O-])c1ccccc1S(=O)(=O)Nc1cccc(-c2ccc3nncn3n2)c1	3	-12	0	0	-4	7	12	0	0	-2
Cc1c(N)cccc1-c1nc2ccccc2[nH]1	12	3	7	-5	8	3	2	2	1	-3
Cc1cccc(C)c1NC(=O)C1(C)CSCC(=O)N1CCCn1ccnc1 (centres undefined)	3	2	0	-6	1	0	2	.	4	-1
Cc1cccc(N2CCN(S(=O)(=O)c3ccc4c(c3)CC(=O)N4C)CC2)c1C	10	3	4	-3	11	0	13	-11	-6	4
O=C(C1CCN(S(=O)(=O)c2cccc3cccnc23)CC1)N1CCN(Cc2ccccc2)CC1	-3	-2	-3	2	6	2	1	-7	4	4
CSc1nc2ccccc2cc1/C=C(\C#N)c1ccc(Cl)c(Cl)c1	4	1	-4	1	3	2	4	-2	-3	-1
CCOc1ccc(OCCCC(=O)N(C)CC(=O)Nc2ccc(N3CCOCC3)cc2)cc1	1	-3	2	-4	-18	2	-3	4	15	-3
Cc1ccc(C(C#N)c2ccc(C(=O)c3ccc(F)cc3)cc2)cc1 (centres undefined)	-2	8	-9	3	-9	-2	4	-34	-5	2
CN(/C=C/C(=O)C(F)(F)C(F)(F)F)Cc1ccccc1	-1	6	0	-3	-5	-2	-5	-1	6	1
NNc1ncnc2sc3c(c12)CCC3	4	-1	12	-2	-3	4	10	9	7	-3
CCCNS(=O)(=O)c1cccc(C(=O)NNC(=O)c2cc(C)oc2C)c1	-6	4	2	0	0	-1	-3	2	17*	0
Cc1cc(S(=O)(=O)NC2CCCC2)ccc1-n1cnnn1	4	3	-6	-6	13	1	1	-1	2	4
CCCCNC(=O)C1(C)CCCCN1C(=O)c1cccs1 (centres undefined)	-5	3	5	6	1	1	0	.	-1	1
CC(=O)N1CCN(S(=O)(=O)c2cccc(C(=O)Nc3ccc4c(c3)CCC4)c2)CC1	4	1	-3	-1	1	2	3	-13	6	-1
C=C1[C@@H](CCO)N(S(=O)(=O)C(C)(C)C)C[C@@H]1C	-1	5	3	1	7	-4	1	9	5	3
Cc1cc(C)c2oc(C(=O)Nc3ccc(S(=O)(=O)N4CCCC(C)C4)cc3)cc(=O)c2c1 (centres undefined)	-1	-5	-2	1	-4	-3	2	1	7	-3
CCc1nc2ccc(C(=O)NCc3ccc(OC)cc3)cn2c1N(CCC(C)C)CCN(C)C	0	-2	6	4	-6	2	-3	.	3	3
Nc1cc(=O)n(Cc2ccco2)c(=S)[nH]1	1	1	1	1	-2	-2	4	1	0	2
C[C@@H](N)C(=O)NC[C@H]1CC[C@H](C(=O)N[C@@H](Cc2ccccc2)C(=O)O)CC1	4	4	-1	-5	12	-1	1	4	-1	-3
COc1ccc2[nH]c(C(=O)N3CCN(c4ccccc4F)CC3)c(C)c2c1	-4	1	-3	3	-4	-4	-6	-21	12	-3
CC1CCCN(C(=O)C2CCN(Cc3ccc4c(c3)OCO4)CC2)C1 (centres undefined)	3	8	4	-4	11	2	12	5	-7	-1
CCOCC(=O)Nc1cc([N+](=O)[O-])ccc1C	2	2	1	3	2	0	2	-1	1	2
COc1ccccc1-c1cnc2c(c1)C(=O)N([C@@H](C)CO)C[C@@H](C)[C@@H](CN(C)C(C)=O)O2	5	1	0	-3	7	-1	1	4	-2	-2
Cc1cc(Cl)c(S(N)(=O)=O)cc1OCC(N)=O	6	5	-3	0	4	-1	2	-2	5	0
COc1cc(NC(=O)COC(=O)CNC(=O)c2ccc(Cl)cc2)c(C)cc1[N+](=O)[O-]	5	-6	1	-2	1	-2	2	0	0	2
COc1ccc(CCN2CCCC(CN(C)Cc3cc(OC)c(OC)c(OC)c3)C2)cc1 (centres undefined)	4	-11	8	5	5	-4	-10	8	7	1
O=C(O)c1ccc(Sc2nnc3ccccn23)c([N+](=O)[O-])c1	0	1	-1	2	-1	-5	0	2	9	3
O=C(NCCCN1CCCC1=O)c1cn(-c2ccccc2)nc1-c1ccccc1	-11	0	-2	8	9	-2	-3	3	0	0

Compound activity as filed in PubChem.
